Screening results from PubChem BioAssay.
GSK3A inh = inhibitors of human GSK-3 alpha kinase | P49840 | ADP-Glo luminescence, 60 min | inhibition, % at 10 µM | 320,000 compounds, 0.1% hits | AID 2650;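 in the data active means inhibition above about 50%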;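 further: GST-tagged GSK-3 alpha with peptide substrate and 25 µM ATP; 0% = DMSO neutral wells and 100% = GW8510 positive control wells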
DYRK1A inh = blocks rat Dyrk1A kinase activity | Q63470 | ADP-Glo luminescence, NFATc1 peptide | inhibition, % at 12.5 µM | 310,000 compounds, 0.43% hits; in the data active means inhibition above about 50%;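 further: plate controls were vehicle with enzyme for no effect and no enzyme for full effect; many of its hits are not listed in these tables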
RGS4 pot = potentiators or activators of RGS4 | 310,000 compounds, 0.92% hits | HEK293 M3R/inducible RGS4, carbachol calcium flux Fluo4; active compounds read low | B-score at 10 µM | AID 463111;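 active means B-score of the integrated calcium signal more than 4 SD below the library mean, with starting fluorescence not abnormally high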;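 further: negative B-score means reduced calcium response which marks RGS4 activation or potentiation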
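Assay system: Inducible-RGS4 HEK293 cells carrying M3 receptor | Schedule: Compound preincubation 20 min at room temperature before agonist | Signal: Kinetic calcium fluorescence imaging with Fluo4-AM dye, 2 µM | Read-out basis: B score from integrated fluorescence ratio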
PolyA inh = inhibitors of polyadenylation in S. cerevisiae. S. cerevisiae SKY197-pL101 polyadenylation reporter, beta-gal luminescence; efflux-impaired pdr1/pdr3 knockout yeast; score 100 = 6 SD above DMSO. calls only at 12 µM. AID 1875. 300,000 compounds, 0.02% hits;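 active means lowest replicate activity score at least 50, where 100 means six control SD above control mean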;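 further: yeast exposed to compound for 9 h at 30 °C; higher score means more reporter readthrough which indicates perturbed polyadenylation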
GSK3beta inhib = human GSK3beta kinase inhibition | GST-GSK3beta kinase, ADP-Glo luminescence, 60 min; active compounds read low | activity score (negative = inhibition), % at 10 µM | 300,000 compounds, 0.038% hits;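 active means more than half of replicate wells score below -50%, meaning over 50% inhibition versus plate controls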;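 further: 0% = median DMSO wells and -100% = median GW8510 positive control wells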
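Test system – GST-tagged human GSK3beta kinase, cell-free · Incubation – 60 min enzyme reaction, room temperature · Signal – ADP-Glo luminescence · Also added – peptide substrate and ATP at 25 µM · Controls – DMSO neutral wells and GW8510 at 20 µM as positive · Buffer or medium – Tris/MgCl2 kinase buffer · Measure – Luminescence-derived activity versus plate DMSO and GW8510 wells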
KCNK3 block = human KCNK3 channel inhibition, primary screen; O14649; CHO-KCNK3 thallium flux, FluxOR fluorescence; active compounds read low; B-score at 10 µM; 340,000 compounds, 0.84% hits; AID 602410;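 active means B-score under library mean minus 4 SD, starting fluorescence ratio at most library mean plus 5 SD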;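 further: more negative B-score means stronger inhibition of thallium flux through KCNK3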
Target sequence (O14649 whole entry, looked up): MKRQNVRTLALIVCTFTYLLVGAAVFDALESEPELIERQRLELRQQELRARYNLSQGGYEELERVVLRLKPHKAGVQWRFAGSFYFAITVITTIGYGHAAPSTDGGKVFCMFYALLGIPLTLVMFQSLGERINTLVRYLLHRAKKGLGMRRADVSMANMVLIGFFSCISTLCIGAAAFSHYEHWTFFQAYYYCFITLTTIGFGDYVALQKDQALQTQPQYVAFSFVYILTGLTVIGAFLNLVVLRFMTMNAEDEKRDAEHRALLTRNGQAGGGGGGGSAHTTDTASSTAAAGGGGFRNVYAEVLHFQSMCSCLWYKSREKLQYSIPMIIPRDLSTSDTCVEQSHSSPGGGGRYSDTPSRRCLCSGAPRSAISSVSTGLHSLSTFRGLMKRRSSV
KCNK9 block = blocks the human KCNK9 two-pore domain potassium channel | HEK293 KCNK9, FluxOR thallium flux fluorescence; active compounds read low | B-score at 10 µM | 310,000 compounds, 1.2% hits | AID 488922;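 active means ratio B-score over 3 SD below the library mean, with starting fluorescence within 5 SD of its mean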;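 further: negative B-score means less thallium flux so channel inhibition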
Target sequence (Q9NPC2 whole entry, looked up, the tested form may be a part): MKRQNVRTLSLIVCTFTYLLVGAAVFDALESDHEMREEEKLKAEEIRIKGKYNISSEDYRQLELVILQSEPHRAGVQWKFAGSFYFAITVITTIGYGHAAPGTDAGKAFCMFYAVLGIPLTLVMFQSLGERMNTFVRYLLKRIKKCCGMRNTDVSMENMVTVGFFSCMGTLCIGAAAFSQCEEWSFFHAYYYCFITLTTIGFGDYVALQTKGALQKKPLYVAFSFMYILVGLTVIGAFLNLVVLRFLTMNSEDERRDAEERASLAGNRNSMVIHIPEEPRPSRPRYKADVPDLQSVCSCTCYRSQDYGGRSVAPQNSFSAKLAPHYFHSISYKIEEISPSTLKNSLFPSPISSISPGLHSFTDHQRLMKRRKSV
RGS4 block = human RGS4 inhibition; P49798; B-score at 10 µM; HEK293 M3R/RGS4 inducible, Fluo-4 calcium flux; active compounds read high; triggered by carbachol at its EC20; 310,000 compounds, 0.45% hits;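 active means B-score, a plate-corrected calcium signal, over three deviations above library mean, with baseline fluorescence within five deviations of library mean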;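 further: RGS4 expression induced by doxycycline in cells with stable M3 receptor; B-score is computed from the integrated fluorescence ratio over baseline after carbachol; higher B-score means a larger calcium signal and so more RGS4 inhibition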
Target sequence (P49798 whole entry, looked up): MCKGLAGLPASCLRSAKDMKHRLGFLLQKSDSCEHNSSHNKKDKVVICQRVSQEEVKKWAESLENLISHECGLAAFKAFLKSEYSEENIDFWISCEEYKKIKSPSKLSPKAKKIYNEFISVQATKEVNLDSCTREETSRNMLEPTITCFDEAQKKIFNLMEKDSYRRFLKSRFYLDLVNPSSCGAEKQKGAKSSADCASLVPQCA
hERG protect = compounds protecting human hERG from proarrhythmic drug block; Q12809; CHO-hERG, FluxOR thallium flux, dofetilide IC70 present; activation (rescue from dofetilide block), less the hit threshold, % at 10 µM; 310,000 compounds, 0.51% hits;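 active means activation above the mean of controls blocked by dofetilide plus 5 SD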;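 further: thallium influx through hERG after potassium depolarization seen as dye fluorescence rise; in these data hits start at about 4.7%; inactives centre near -7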
KCNQ1 pot = human KCNQ1 channel potentiation or activation | 310,000 compounds, 0.35% hits | CHO-K1 KCNQ1, thallium flux FluxOR fluorescence; active compounds read high | P51787 | AID 2648 | B-score at 10 µM;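 active means fluorescence ratio B-score, a plate-corrected score, at least three library SD, with initial intensity B-score within 5 SD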
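Schedule – 37 °C overnight plating, 90-min dark dye load, 20-min compound pretreatment · System – stable KCNQ1 CHO-K1 line · Probe or stimulus – thallium- and potassium-containing depolarizing buffer · Measured by – kinetic FluxOR fluorescence, 10 s baseline plus 110 s post-stimulus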
KCNQ1 inh = blocks the human KCNQ1 potassium channel. 310,000 compounds, 1.3% hits. B-score at 10 µM. CHO-K1 KCNQ1, FluxOR thallium flux fluorescence; active compounds read high. AID 2642. P51787;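 active means compounds whose thallium flux B-score, printed positive for inhibition, exceeds three library SD while starting fluorescence stays within three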;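 further: channel opened by potassium depolarization with thallium stimulus after 20 min compound exposure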
Numbers without * were called inactive; i = inactive; nt = not tested or not shown. Only part of the results is shown; count on the stated rates, not on these rows.

SMILES	GSK3A inh	DYRK1A inh	RGS4 pot	PolyA inh	GSK3beta inhib	KCNK3 block	KCNK9 block	RGS4 block	hERG protect	KCNQ1 pot	KCNQ1 inh
Cc1cccc(OCc2nnc(SCC(=O)NCC3CCCO3)n2C)c1 (configuration not stated)	-1	6	i	i	-2	i	i	i	-8	i	i
CC(=O)c1c(N2CCN(c3ccc(F)cc3)CC2)nc(=S)n(Cc2ccccc2)c1C	-2	1	i	i	-1	i	i	i	-9	i	i
Cc1onc(-c2ccccc2)c1C(=O)NC(C)C	-1	-8	i	i	2	i	i	i	-3	i	i
CC1CCCCN1CCCNC(=O)Cn1c(=O)c2cccn2c2ccccc21 (configuration not stated)	0	3	i	i	-2	i	i	i	-2	i	i
COc1ccc(-c2nnc(N3CCCCC3)c3ccccc23)cc1	-2	-12	i	i	-1	i	i	i	-5	i	i
CCCCc1ccc(CC(=O)O)cc1	-1	-1	i	i	1	i	i	i	-12	i	i
CSC1=NCCN1C(=O)C(C)(C)Oc1ccc(Cl)cc1	2	-5	i	i	0	i	i	i	-2	i	i
Cc1ccc(CNC(=O)C2CCCC2)cc1	-3	-2	i	i	1	i	i	i	-2	i	i
CC(=O)C1=NN(c2ccccc2)C(c2ccc3c(c2)OCO3)N1c1ccc(N2CCOCC2)cc1 (configuration not stated)	10	7	i	i	0	i	i	i	-8	i	i
O=C(NCc1ccccn1)C(=O)NCC1OCCN1S(=O)(=O)c1ccc(Br)cc1 (configuration not stated)	-1	-1	i	i	-3	i	i	i	-9	i	i
Cc1ccccc1COC(=O)c1cc([N+](=O)[O-])ccc1N1CCOCC1	-3	nt	i	i	0	i	i	i	-11	i	i
O=C(NNS(=O)(=O)c1ccc(Br)cc1)c1cccs1	-5	-1	i	i	1	i	i	i	-7	i	i
O=C(NCC(c1ccco1)N1CCCC1)c1ccc(Cl)cc1 (configuration not stated)	-2	0	i	i	-4	i	i	i	-9	i	i
c1ccc(COc2ccc(-c3csnn3)cc2)cc1	nt	5	i	i	-10	i	i	i	-5	i	i
CCOc1ccc(OCC(=O)Nc2cc3c(cc2C(=O)O)OCCCO3)cc1	-4	-7	i	i	0	i	i	i	-6	i	i
CCc1nc2ccc(F)cc2c(C(=O)NC2CCCCC2C)c1C (configuration not stated)	-1	-5	i	i	3	i	i	i	-14	i	i
Cc1ccc(N2C(=O)CC(NNc3nc4ccccc4s3)C2=O)cc1 (configuration not stated)	-2	5	i	i	-1	i	i	i	-7	i	i
CCC(C)NC(=O)c1ccccc1C(=O)NC(C)CC (configuration not stated)	1	nt	i	i	0	i	i	i	-10	i	i
COC(=O)c1cccc(NS(=O)(=O)c2ccc(OC)c(C(=O)N3CCOCC3)c2)c1C	2	0	i	i	1	i	i	i	-5	i	i
COc1ccc(CNc2nccs2)cc1	-2	-9	i	i	2	i	i	i	-11	i	i
CCC(C)NS(=O)(=O)c1ccc(NS(=O)(=O)c2ccccc2[N+](=O)[O-])cc1 (configuration not stated)	-1	1	i	i	2	i	i	i	0	i	i
COc1ccc(CCNC(=O)Cc2ccc(Cl)cc2)cc1OC	5	-4	i	i	-3	i	i	i	-7	i	i
CC(C(=O)Nc1ccccc1-c1ccccc1)N1CCN(S(=O)(=O)c2ccccc2)CC1 (configuration not stated)	-1	-2	i	i	0	i	i	i	-8	i	i
CCOc1ccc(S(=O)(=O)Nc2ccc(F)cc2)c(C)c1C	-2	-4	i	i	1	i	i	i	-11	i	i
Cc1ccc([N+](=O)[O-])cc1NC(=O)c1c(-c2ccccc2)noc1C	3	-5	i	i	-3	i	i	i	-10	i	i
CCC(C)C(=O)Nc1cc(C(=O)OC)ccc1C(=O)OC (configuration not stated)	nt	9	i	i	-2	i	i	i	-10	i	i
Cc1sc(NC(=O)c2ccco2)c(CN2CCN(c3ccccc3)CC2)c1C	0	nt	i	i	3	i	-9.9*	i	-15	i	i
CCOc1ccc(NC(=O)c2cc(C)nc3ccccc23)cc1	1	-30	i	i	1	i	i	i	-2	i	i
CN1C(=O)C(Cc2cnc[nH]2)NC1=S (configuration not stated)	-2	-3	i	i	2	i	i	i	-6	i	i
Nc1nc(CSc2nc3ccccc3[nH]2)cs1	-1	5	i	i	-1	i	i	i	-11	i	i
CC(C)OCCCNC(=O)c1ccc(NC(=O)C2=CSCCO2)cc1	9	-7	i	i	-1	i	i	i	-9	i	i
Cc1ccc(NC(=O)c2nnn(CC(=O)Nc3ccccc3)c2N)cc1C	-1	1	i	i	3	i	i	i	0	i	i
CCOC(=O)c1c(C)nc2ncccn12	nt	-3	i	i	4	i	i	i	-10	i	i
NC(=O)CN1CCN(CCN2C(=O)c3cccc4cccc(c34)C2=O)CC1	0	-2	i	i	-7	i	i	i	-5	i	i
O=C1C2C3C=CC(C3=C3CCCCC3)C2C(=O)N1c1ccccc1 (configuration not stated)	1	-1	i	i	-4	i	i	i	-7	i	i
CCn1cc(Cl)c(C(=O)N2N=C3/C(=C/c4cccs4)CCCC3C2c2cccs2)n1 (configuration not stated)	2	5	i	i	0	i	i	i	-1	i	i
Cc1ccc(N(Cc2cc(=O)[nH]c3ccccc23)C(=O)c2ccco2)cc1	-1	-6	i	i	1	i	i	i	-13	i	i
O=C(NCCc1ccccn1)c1ccc(OC2CCN(CCc3ccccc3)CC2)cc1	nt	1	i	i	2	i	i	i	-8	i	i
CCN(CC)C(=O)c1sc(NC(=O)c2cccc([N+](=O)[O-])c2)c(C#N)c1C	1	-6	i	i	3	i	i	i	-8	i	i
CC(C)c1nnc(NC(=O)CSc2nc3ccccc3s2)s1	-4	-1	i	nt	-3	i	i	i	-8	i	i
O=C(NCc1cccs1)Nc1cc(Cl)ccc1Cl	-1	0	i	i	0	i	i	i	-2	i	i
CCOc1ccc(N(CC(=O)Nc2cc(Cl)ccc2C)S(C)(=O)=O)cc1	0	-4	i	i	-1	i	i	i	-2	i	i
COc1ccc(-n2cnc3scc(-c4ccccc4)c3c2=O)cc1	nt	4	i	i	-3	i	i	i	-11	i	i
COc1ccc(C(=O)NCc2nc(C)c(C)s2)cc1OC1CCN(C(C)C)CC1	-3	-3	i	i	2	i	i	i	-14	i	i
COn1cnnc1-c1ccccc1	-1	-8	i	i	-3	i	i	i	-5	i	i

Continued; the last 3 above are carried over.
SMILES	GSK3A inh	DYRK1A inh	RGS4 pot	PolyA inh	GSK3beta inhib	KCNK3 block	KCNK9 block	RGS4 block	hERG protect	KCNQ1 pot	KCNQ1 inh
COc1ccc(-n2cnc3scc(-c4ccccc4)c3c2=O)cc1	nt	4	i	i	-3	i	i	i	-11	i	i
COc1ccc(C(=O)NCc2nc(C)c(C)s2)cc1OC1CCN(C(C)C)CC1	-3	-3	i	i	2	i	i	i	-14	i	i
COn1cnnc1-c1ccccc1	-1	-8	i	i	-3	i	i	i	-5	i	i
O=C(c1ccccc1)c1nn(-c2ccccc2)c(=O)cc1C(F)(F)F	-2	4	i	i	1	i	i	i	-4	i	i
CCOc1ccc(NC(=S)NC(=O)c2cncc(Br)c2)cc1	-3	nt	i	i	-5	i	i	i	-6	i	i
CSCC(=O)N1CCC(CCC(=O)NC2CC2)CC1	2	-2	i	i	4	i	i	i	-4	i	i
O=C(CSc1ncnc2sccc12)Nc1ccccc1F	nt	4	i	i	-1	i	i	i	-12	i	i
O=C(N/N=C/C=C/c1ccco1)c1cccnc1	0	-1	i	i	6	i	i	i	-4	i	i
O=C(N/N=C/c1ccc2c(c1)OCO2)C(=O)N1CCCC1	0	3	i	i	-5	i	i	i	-1	i	i
C=CCNc1cc(=O)n(Cc2ccccc2)c(=O)[nH]1	-3	-5	i	i	2	i	i	i	-7	i	i
O=C(Cc1ccccc1)Nc1ccccc1C(=O)Nc1ccccc1	-1	8	i	i	-2	i	i	i	-11	i	i
O=C(Nc1ccccc1)OC1CC2CC1C1CCCC21 (configuration not stated)	1	1	i	i	7	i	i	i	-3	i	i
Cc1ccccc1OCCCC(=O)Nc1nncs1	-3	-2	i	i	5	i	i	i	-1	i	i
CCOc1ccc(N2C(=O)CC(N(Cc3ccco3)C(=O)CCC(=O)O)C2=O)cc1 (configuration not stated)	0	12	i	i	1	i	i	i	-5	i	i
Cn1c(COc2ccc(Cl)cc2)nc2ccccc2c1=O	-2	-3	i	i	-14	i	i	i	-11	i	i
Cc1ccc(CN2CCc3[nH]c(=S)[nH]c(=O)c3C2)cc1	0	nt	i	i	0	i	i	i	-7	i	i
COc1ccc(NC(=O)C2CCCN2C(=O)NC2CCCCC2)cc1OC (configuration not stated)	0	2	i	i	2	i	i	i	-11	i	i
COC(=O)C1=C(C)OC(N)=C(C#N)C1C1CCCCC1 (configuration not stated)	2	2	i	i	-5	i	i	i	-5	i	i
O=[N+]([O-])c1ccc(-c2cn(-c3ccccc3)c(=S)[nH]2)cc1	-2	-11	i	i	-3	i	i	i	3	i	i
COc1cc2[nH]c(=S)nc(NCc3ccc(C)cc3)c2cc1OC	1	2	i	i	2	i	i	i	-2	i	i
Cc1ccc(OCCNC(=O)CCNS(=O)(=O)c2ccc(Br)cc2)cc1	-1	-6	i	i	-1	i	i	i	-13	i	i
Cc1cccc(N(CC(=O)N2CCc3ccccc3C2)S(C)(=O)=O)c1C	-1	13	i	i	4	i	i	i	-8	i	i
CCc1c(C)[nH]n(-c2nc(-c3cccc([N+](=O)[O-])c3)cs2)c1=O	-2	0	i	i	3	i	i	i	-1	i	i
CNC(=O)c1ccc(CNC(=O)OCc2ccccc2)cc1	-1	-4	i	i	1	i	i	i	-7	i	i
COc1ccccc1Nc1ccncc1[N+](=O)[O-]	3	7	i	i	-9	i	i	i	-4	i	i
CCC1CCCCN1CC(C)(C)NS(=O)(=O)c1ccccc1 (configuration not stated)	0	8	i	i	-2	i	i	i	-11	i	i
CC(=O)c1ccccc1NC(=O)COC(=O)/C=C/c1ccc(C)o1	1	nt	i	i	2	i	i	i	-13	i	i
